All columns: NCI-60 one-dose screen, growth in % after 48 h at 10 µM unless noted; 100 = growth as untreated, 0 = no growth, -100 = all killed.
786-0: 786-0 renal cancer cells; hit rate 5.1% among 81,000; AID 1794775
SF-295: SF-295 CNS cancer cells; AID 1794758; hit rate 5.6% among 79,000
TK-10: TK-10 renal cancer cells; hit rate 3.9% among 81,000; AID 1794769
UO-31: UO-31 renal cancer | hit rate 5.2% among 81,000
U251: U251 CNS tumor cells; hit rate 5.4% among 80,000
SN12C: SN12C renal cancer cells; hit rate 3.8% among 81,000; AID 1794767
CAKI-1: CAKI-1 renal cancer; hit rate 4.7% among 75,000; AID 1794772
SF-268: SF-268 CNS cancer cells | hit rate 3.1% among 82,000
* hit, by the source's call; . = no result given; & = joins results of further samples. Rule for the calls: active = growth percent below 10; inactive = the rest.

Sample of the layout:
SMILES	786-0	SF-295	TK-10	UO-31	U251	SN12C	CAKI-1	SF-268
N#Cc1cc(-c2ccnc(Nc3ccc(N4CCN(C5COC5)CC4)cc3)n2)ccc1OC1CCOCC1	38	94	69	24	78	30	18	54
CCOC(=O)[C@@H]1CCCN(S(=O)(=O)c2ccc(S(=O)(=O)N(CC)CC)cn2)C1	90	79	87	70	95	81	64	85
CC[N+](CC)(CCCOc1ccc(OCCC[N+](CC)(CC)Cc2ccc([N+](=O)[O-])cc2)cc1)Cc1ccc([N+](=O)[O-])cc1	108	105	89	99	88	95	101	101
CCOC(=O)C1(C(=O)OCC)COC(=O)C1CN1Cc2cc3ccccc3nc2C1 (stereo not given)	98	83	98	60	98	91	88	92

The listing, from the start:
SMILES	786-0	SF-295	TK-10	UO-31	U251	SN12C	CAKI-1	SF-268
N#Cc1cc(-c2ccnc(Nc3ccc(N4CCN(C5COC5)CC4)cc3)n2)ccc1OC1CCOCC1	38	94	69	24	78	30	18	54
CCOC(=O)[C@@H]1CCCN(S(=O)(=O)c2ccc(S(=O)(=O)N(CC)CC)cn2)C1	90	79	87	70	95	81	64	85
CC[N+](CC)(CCCOc1ccc(OCCC[N+](CC)(CC)Cc2ccc([N+](=O)[O-])cc2)cc1)Cc1ccc([N+](=O)[O-])cc1	108	105	89	99	88	95	101	101
CCOC(=O)C1(C(=O)OCC)COC(=O)C1CN1Cc2cc3ccccc3nc2C1 (stereo not given)	98	83	98	60	98	91	88	92
N#Cc1c(-c2ccc(Cl)cc2)cc(-c2cc3ccccc3o2)nc1SCC(=O)c1ccc(Cl)cc1	97	90	139	80	94	94	.	99
COC(=O)C(C)NC1=C(Cl)C(=O)C(NC(C)C(=O)OC)=C(Cl)C1=O (stereo not given)	105	99	121	90	98	100	103	102
C(=C/c1nc2ccccc2nc1CCN1CCCCC1)/c1ccc2c(c1)OCO2	70	83	98	72	67	78	88	83
C/C=C/C1C(/C=N/Nc2ccccc2)C(C#N)(C#N)C1(C#N)C#N (stereo not given)	93	99	128	67	99	98	85	88
CCOC(=O)c1nn(C2CCCCO2)c2ccc(NS(=O)(=O)c3ccc(C)cc3)cc12 (stereo not given)	94	100	111	83	91	94	78	96
COc1ccc(OC)c(-c2[nH]c(=S)nc3c2c(N)nn3-c2ccccc2)c1	99	101	119	75	102	92	89	94
NC(=O)c1cc(N)nc(N)n1	112	110	108	76	105	110	101	99
CCN1C(=O)N(CC)C2C1NN=c1s/c(=C\c3ccc(OC)cc3)c(=O)n12 (stereo not given)	21	13	66	39	7.4*	25	26	49
Oc1ccc(CN2CCC(N3CCOCC3)CC2)c2cccnc12	35	5.7*	31	15	17	12	43	32
O=C1C=CC(=O)C2=C1CCCC2	107	104	132	71	96	99	79	94
O=C(Cc1ccc(/C=C/C(=O)c2ncc[nH]2)cc1)Nc1ccc(Br)cc1	-27*	27	76	-40*	-63*	9.9*	33	22
CCCCCCSC(=S)NC1c2ccccc2Oc2ccccc21	104	107	102	83	94	106	89	109
CC(=O)c1ccc(NC(=O)COc2ccc(C3SCC(=O)N3c3ccccc3)cc2)cc1 (stereo not given)	106	102	119	85	99	98	93	98
C[C@H]1[C@H](C)CC[C@]2(C(=O)NCCCNCCCCNCCCN)CC[C@]3(C)C(=CC[C@@H]4[C@@]5(C)CCC(=O)C(C)(C)[C@@H]5CC[C@]43C)[C@H]12	102	110	118	73	96	96	94	101
Cc1[nH]c2ccc(F)cc2c1CCNC(=O)C1CCN(C(=O)c2ccc(-c3ccccc3)cc2)CC1	63	38	.	36	49	64	.	60
Cc1ccn2ncnc2c1	100	98	129	89	90	102	91	118
CCCCSCCCCO	98	98	105	105	95	97	101	109
COc1ccc2c(c1)oc1c(C)c3c(c(C)c12)C(=O)N(CCO)C3=O	102	100	119	101	97	97	95	98
CC(=O)N=c1ccc2nc3c(cc(N)c4ccccc43)oc-2c1	-44*	-66*	48	-44*	-74*	-73*	-23*	-11*
O=C1CCCCC1(O)Cc1ccc2c(c1)OCO2 (stereo not given)	111	100	102	81	107	94	94	99
O=c1[nH]cnc2[nH]ncc12	100&97&100	109&105&97	98&105&90	81&86&82	94&97&104	105&93&95	95&90	108&102&100
CCCCCc1nc(N)nc(-c2nc(N)nc(CCCCC)c2C)c1C	104	102	100	.	98	106	92	108
C[C@H](c1nc2ccc(Cl)cc2[nH]1)[C@H]1CC[C@H]2[C@@H]3CCC4=CC(=O)CC[C@]4(C)[C@H]3CC[C@]12C	88	75	114	69	83	86	66	88
CCN(CC)c1ccc(/C=N/NC(=O)CSc2nc3ccccc3c(=O)n2Cc2ccc(S(N)(=O)=O)cc2)c(O)c1	33	20	15	46	24	33	31	19
CC(C)CCn1nc(C(=O)N(C)Cc2ccccc2)c2c1CCN(Cc1ccc(F)cc1)C2	91	98	101	68	99	92	93	99
CCN1C(=O)/C(=C2\S/C(=N\Nc3ccccc3)N(C)C2=O)c2ccccc21	106	104	178	83	104	99	.	103
N#C/C(=C\c1ccccc1Br)C(=O)c1ccccc1	101	104	118	91	.	106	94	90
CSc1c(N(C)C)c(=O)c1=S	.	88	104	81	.	104	80	120
CCC(C)c1c(NS(=O)(=O)c2ccc(C)cc2)o[nH]c1=O (stereo not given)	108	106	103	99	105	110	94	102
N#C/C(=C\c1ccccc1Cl)c1cc2ccccc2[nH]1	100	94	130	70	86	92	73	96
CC(=Nc1ccc(N(C)C)cc1)c1ccccc1	75	44	73	55	27	50	80	82
COc1cc(OC)cc(C(=O)O)c1	90	111	104	84	103	107	104	95
Nc1ccccc1SC(CC(=O)c1ccccc1)c1ccccc1 (stereo not given)	105&97	108&104	97&117	64&68	77&78	91&92	94&87	100&101
O=C(O)c1ccc(F)c([N+](=O)[O-])c1	102	106	116	99	112	99	96	102
OCCCc1ccc(Cl)cc1	96	94	101	92	100	101	98	103
Cc1ccc(N=Nc2c(N)nn3c(-c4ccc(C)cc4)c(-c4nc5ccccc5s4)c(N)nc23)cc1	100	91	115	92	102	102	98	100
COc1ccc2[nH]c(O)c(N=NC(=O)Cn3c(-c4ccccc4)nc4cc(Cl)c(Cl)cc43)c2c1	97	90	101	70	98	93	78	98
COc1ccc(/C=C/C(=O)c2ccc(NC(=O)CSc3nnc(-c4ccc(Cl)cc4)o3)cc2)cc1	99	113	122	77	106	95	.	113
CSc1nc2c(c(=O)n1C)CN(Cc1ccccc1)C(=O)C(c1ccccc1)N2 (stereo not given)	95	97	109	81	99	98	89	105
Cc1nc2ccc(Cl)cn2c1-c1nnc(SCc2c(F)c(F)c(F)c(F)c2F)o1	100	96	125	63	90	96	85	102
COc1ccc(/C=C2\N=C3N(NC(SC)=C(C#N)C(=N)N3c3ccccc3)C2=O)cc1	109	.	157	63	108	98	89	105
COc1ccc(-c2nc(-c3ccccc3)c(-c3ccccc3)n2-c2ccc(S(=O)(=O)Nc3ncccn3)cc2)cc1	63	22	93	49	55	75	63	54
COc1cc(/C=C/C(=O)c2ccc(OC(C)=O)c(OC)c2)ccc1OC(C)=O	105	100	107	58	71	79	82	89
CCn1cc(C(=O)O)c(=O)c2cc(F)c(N3CCN(CC(=O)Nc4ccc(/C(C)=N/O)cc4)CC3)cc21	103	105	91	89	103	109	.	95
Cc1csc[n+]1CC(=O)c1ccccc1	92	98	95	90	99	101	.	106
N[C@@H](Cc1ccccc1)[C@@H](O)C(=O)NCc1ccc(F)cc1	99	95	105	91	104	93	91	96
CC(OC(=O)OCCOCCOC(=O)OC(C)C(=O)OC1CCCCC1)C(=O)OC1CCCCC1 (stereo not given)	106	117	94	88	95	97	96	.
CCOC(=O)C(CC(=O)O)=C(C(=O)OCC)C(=O)OCC	115	100	120	99	.	104	100	107
CC(=O)Nc1ccc(-c2cc3c(NCC4CCCCC4)ncnc3s2)cc1	89	96	96	81	97	83	82	99
CC(=O)O[C@@H]1CCN2C(=O)N(C)c3ccccc3[C@@H]2C1	101	89	100	95	102	99	95	113
COc1cc(C=NNC(=O)c2ccc3nc(-c4c(C)nn(-c5ccccc5)c4N4CCCC4)[nH]c3c2)ccc1O	110	110	.	80	109	95	91	93
O=C1NC(=O)C(=O)N1	108	107	85	75	110	104	103	107
CC(C)c1ccccc1S	106	116	103	77	106	97	95	105
CCOC(=O)C(C(C)=O)C(=O)OCC	95	97	96	88	96	101	109	95
CC1=NN(c2nc(-c3ccco3)c(C#N)c(=O)n2C)C(=O)C1N=Nc1ccc(S(N)(=O)=O)cc1 (stereo not given)	104	118	123	87	105	96	100	86
Cc1nc2ccccc2nc1SCc1n[nH]c(=S)o1	98	92	101	68	98	95	90	97

The listing continues.
SMILES	786-0	SF-295	TK-10	UO-31	U251	SN12C	CAKI-1	SF-268
O=c1c(/C=C/c2c(O)ccc3ccccc23)nnc2sc(-c3cccc(Br)c3)nn12	76	60	80	26	45	62	37	42
Cc1ccc(/C(=N\N=C(N)N)C2CC2)cc1	103	107	105	91	90	111	101	101
CN1CCN(Cc2ccc(NC(=O)c3cncc(C#Cc4c(N)ncc5c(F)cccc45)c3)cc2C(F)(F)F)CC1	-79*	-71*	-95*	-86*	-88*	-93*	-70*	-64*
Cn1c(=O)c2ccc(-c3cc4ccccc4oc3=O)nc2n(C)c1=O	106	109	176	63	99	133	52	97
CCCCCN1C(=O)/C(=c2\sc3n(c2=O)NC2C(N=3)N(CC)C(=O)N2CC)c2cc(Cl)ccc21 (stereo not given)	100	97	112	76	106	97	85	104
Cc1nc2ccc(Nc3nc(NCCO)nc(Nc4ccc(F)cc4)n3)cc2n1Cc1ccccc1	88	89	111	87	93	98	100	104
Cc1ccc(S(=O)(=O)OC2CCCCC2Br)cc1 (stereo not given)	108	108	100	93	100	.	109	105
CC(=O)O[C@H]1C[C@@]2(C)[C@@H](C[C@@H](O)[C@H]3[C@@]4(C)CC[C@H](NCCCNCCCCNCCCN)[C@@H](C)[C@@H]4CC[C@@]32C)/C1=C(\CCC=C(C)C)C(=O)O	65	69	84	62	88	63	81	94
O=C(/C(=C/c1ccc([N+](=O)[O-])cc1)SCc1ccccc1)c1ccc(Cl)cc1	87	90	103	60	62	-25*	.	87
O[C@@H](c1cc(C(F)(F)F)nc2c(C(F)(F)F)cccc12)[C@@H]1CCCCN1	67	100	73	67	77	85	93	77
COc1ccc2c(c1)/C(=C1/S/C(=N/c3nnc(-c4ccc(O)cc4)s3)NC1=O)C(=O)N2Cc1ccc(Cl)cc1	95	96	106	82	100	101	.	90
NS(=O)(=O)c1ccc(NCc2cn(-c3ccc(C(=O)O)cc3)nc2-c2ccc(F)cc2)cc1	102	100	103	85	102	101	93	93
C#CCNC(=O)[C@]1(C)CC[C@]2(C)CC[C@@H]3C(=CC[C@H]4[C@@]3(C)CC[C@H]3C(C)(C)C(=O)CC[C@]43C)[C@@H]2C1	90	107	86	81	99	98	83	96
O=C(Cc1nc2ccccc2[nH]c1=O)c1cccnc1	91	94	123	.	92	97	87	104
O=C(CSC(=S)N1CCCCC1)Nc1ccc(Cl)cc1	90	50	84	65	88	97	.	70
CC1(C)CNC(C2CCC=CO2)O1 (stereo not given)	108	105	85	54	117	96	106	106
Nc1nc2c(c3ncccc13)C(c1cccc(Br)c1)Cc1ncccc1-2 (stereo not given)	21	7.8*	35	34	11	34	41	56
CC(C)(C)c1ccc2oc(=O)cc(Cn3cc(CSc4nc5cc(Cl)ccc5o4)nn3)c2c1	105	106	121	76	110	99	87	101
CCCn1cnc2c(SCc3ccccc3F)nc(N)nc21	111	110	104	109	106	111	89	94
O=C(O)c1cn(C2CC2)c2cc(N3CCN(C(=O)N/N=C/c4ccccc4)CC3)c(F)cc2c1=O	94	106	97	74	101	112	93	97
O=C(/C=C/c1cn(-c2ccccc2)nc1-c1ccccc1)c1cc2ccccc2oc1=O	101	99	113	71	94	98	75	92
O=C(/C=C/c1c[nH]c2ccccc12)c1ccc(O)c(CN2CCOCC2)c1	105	.	117	59	95	100	98	101
COc1cc2c(cc1OC)CN1CCc3cc(OC)c(OC)cc3C1C2 (stereo not given)	104	102	103	83	100	103	90	110
COc1cccc(/C=N\Nc2ccc([N+](=O)[O-])cn2)c1OC	99	103	102	105	94	104	107	97
N#Cc1c(NCc2ccc(N3CCN(c4ccccc4)CC3)cc2)oc(-c2ccccc2)c1-c1ccccc1	78	65	93	87	41	79	74	85
CC(=O)c1cc(C(=O)c2ccccc2)n2c1ccc1ccccc12	99	106	142	56	106	91	80	110
C#C[C@]1(O)CC[C@H]2[C@@H]3CC=C4c5sc(Nc6cccc(C)n6)nc5CC[C@]4(C)[C@H]3CC[C@@]21C	-71*	-70*	77	-15*	6.3*	56	2.7*	-7.6*
COc1cc(C(C)(C)C)cc(OC)c1C(O)(c1c(OC)cc(C(C)(C)C)cc1OC)c1c(OC)cc(C(C)(C)C)cc1OC	-97*	-79*	-91*	-76*	-92*	-80*	-69*	-77*
CNC(=O)c1cc(Oc2ccc3nc(Nc4ccc(F)c(Cl)c4)ccc3c2)ccn1	76	57	59	49	59	79	65	67
c1ccc2c(c1)NCCN2	109	107	101	91	98	91	91	105

Fetched one by one from the list above (4):
SMILES	786-0	SF-295	TK-10	UO-31	U251	SN12C	CAKI-1	SF-268
C#C[C@]1(O)CC[C@H]2[C@@H]3CC=C4c5sc(Nc6cccc(C)n6)nc5CC[C@]4(C)[C@H]3CC[C@@]21C	-71*	-70*	77	-15*	6.3*	56	2.7*	-7.6*
CC(=O)Nc1ccc(-c2cc3c(NCC4CCCCC4)ncnc3s2)cc1	89	96	96	81	97	83	82	99
C(=C/c1nc2ccccc2nc1CCN1CCCCC1)/c1ccc2c(c1)OCO2	70	83	98	72	67	78	88	83
COc1ccc(/C=C/C(=O)c2ccc(NC(=O)CSc3nnc(-c4ccc(Cl)cc4)o3)cc2)cc1	99	113	122	77	106	95	.	113
